Assay outcomes as filed in PubChem.
EP2 antag: blocks the human prostaglandin E2 receptor EP2; P43116; C6 glioma cells expressing human EP2, cAMP TR-FRET; cells stimulated with saturating PGE2; inhibition, % at 25 µM; AID 1422; 0.52% of 260,000 active;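 active = percent inhibition above 40 after rounding to a whole number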;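 note: rat C6 glioma host cells with rolipram phosphodiesterase inhibitor present; the protocol text gives 20 µM as final concentration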
Target sequence (P43116 whole entry, looked up): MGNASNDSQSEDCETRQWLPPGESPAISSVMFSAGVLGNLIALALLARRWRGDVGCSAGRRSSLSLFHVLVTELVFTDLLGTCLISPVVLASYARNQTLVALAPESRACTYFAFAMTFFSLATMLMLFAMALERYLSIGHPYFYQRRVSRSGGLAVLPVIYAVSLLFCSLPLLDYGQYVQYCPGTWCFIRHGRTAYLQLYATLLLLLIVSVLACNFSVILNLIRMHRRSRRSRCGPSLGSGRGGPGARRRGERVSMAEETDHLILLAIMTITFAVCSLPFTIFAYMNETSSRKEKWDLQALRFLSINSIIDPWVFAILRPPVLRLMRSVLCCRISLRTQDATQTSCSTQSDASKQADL
* hit, by the source's call; & = joins results of further samples. Some of the compounds tested; rates above refer to the full screens.

SMILES | EP2 antag
Cc1cc2oc(C(=O)NCCc3nc(-c4ccncc4)n[nH]3)cc(=O)c2cc1C | 9.8
Cc1sc2ncnc(SCC(=O)Nc3cc(Cl)ccc3Cl)c2c1C | 13.5
CC(=O)c1c(C(C)=O)c(C)n(-c2ccc(C)c(NC(=O)c3ccco3)c2)c1C | 9.3
COc1ccccc1NC(=O)N(CCCO)Cc1cc2c(C)cc(C)cc2[nH]c1=O | 6.6
O=C(CSc1nnc(-c2ccccn2)n1Cc1ccccc1)NC1CC1 | 13.6
C=CCNC(=O)C(C)N1CCN(C)CC1 (stereo unspecified) | 10.6
CN(C)c1ccc(C(=O)N2CCCC(c3noc(-c4ccccn4)n3)C2)cc1 (stereo unspecified) | 6.8
CC1CCN(CC(C)OC(=O)C2COc3ccccc3O2)CC1 (stereo unspecified) | 6.3
O=c1[nH]c(/C=C/c2ccccc2)nc(O)c1[N+](=O)[O-] | 20.5
Clc1ccc(Nc2nc3c(s2)CCCC3)cc1 | 17.8
Cc1nc2c(nnn2Cc2c(Cl)cccc2Cl)c(=O)[nH]1 | 12.3
Cn1ncc2c1CCc1sc(NC(=O)Cc3ccc(Cl)cc3Cl)nc1-2 | 11.2
COC(=O)CSc1nnc(-c2ccco2)n1-c1cccc(OC)c1 | 7.8
CCc1nnc(NC(=O)c2cn3ccc(C)cc3n2)s1 | 4.2
COc1cccc(-n2c(SCC(=O)N(C(C)C)C(C)C)nnc2-c2ccncc2)c1 | 19.6
COc1ccc2[nH]c(=O)c(CN(Cc3cccnc3)C(=S)NCc3ccco3)cc2c1 | 16.4
Cc1ccc(OCC(=O)Nc2ccccc2SCC(=O)N2c3ccccc3CC2C)cc1 (stereo unspecified) | 7.7
CCC(C)(C)n1nnnc1C(C(C)C)N(Cc1ccco1)Cc1cc2cc(C)ccc2[nH]c1=O (stereo unspecified) | 10.8
O=C(CC1CCCCC1)NCc1ccc2c(c1)OCO2 | 12.1
O=C(CSc1ccccn1)Nc1cccc(F)c1 | 12.9
Cn1c(=O)[nH]c(=O)c2c1nc(N1CCCC1)n2CCO | 20.7
COc1cccc(CNCCNC(=O)c2cccs2)c1 | 7.3
Cc1nn(C)c(C)c1NC(=O)Cn1nc(C)c2cccn2c1=O | 1.9
CNC(=O)CSc1nnc(-c2ccccc2O)n1C | 4.5
COc1ccc(NC(=O)CSc2nnnn2-c2ccc(C)c(C)c2)cc1 | 6.6

Some of these compounds in order of length of the SMILES, highest first:
SMILES | EP2 antag
COc1ccc2[nH]c(=O)c(CN(Cc3cccnc3)C(=S)NCc3ccco3)cc2c1 | 16.4
CN(C)c1ccc(C(=O)N2CCCC(c3noc(-c4ccccn4)n3)C2)cc1 (stereo unspecified) | 6.8
CCc1nnc(NC(=O)c2cn3ccc(C)cc3n2)s1 | 4.2

(more compounds)
SMILES | EP2 antag
O=[N+]([O-])c1cnc(N2CCOCC2)nc1N1CCOCC1 | 17.5
OC(CN1CCC(O)(c2ccc(Cl)c(C(F)(F)F)c2)CC1)c1ccccc1 (stereo unspecified) | 14.4
Cc1nn(C(C)C(=O)O)c(=O)c2cc3sccc3n12 (stereo unspecified) | 9.6
O=C(COc1ccccc1)N1CCC[C@@H]1Cn1nc(-c2cccs2)ccc1=O | 2.3
CCOc1ccc(C2C(C(=O)c3ccco3)=C(O)C(=O)N2CC2CCCO2)cc1 (stereo unspecified) | 8.5
COC(=O)c1c(NC(=O)C(C)C)sc(C(=O)Nc2cccc(C(F)(F)F)c2)c1C | 8.3
C[C@@H](Cn1nnc2ccccc21)NC(=O)Cc1n[nH]c(=O)c2ccccc12 | 1.7
CCc1ccc2[nH]c(=O)c(CN(C(=S)Nc3ccc(C)cc3)C3CCCC3)cc2c1 | 27.7
CN1CCN(C(=O)CN2N=C(C(C)(C)C)Cn3c(cc4sccc43)C2=O)CC1 | 9.6
CCn1cc(C(=O)NCCc2ccc(OC)c(OC)c2)c(=O)c2ccc(C)nc21 | 10.0
COc1cccc(C2(NC(=O)Cn3nc(C)cc3C)CCCC2)c1 | 3.3
CNc1ncc(CN(Cc2ccccc2F)C2CC(C)(C)NC(C)(C)C2)cn1 | 3.2
CCOc1ccc(C(=O)Nc2ccc(N3CCN(C(=O)c4cccs4)CC3)cc2)cc1 | 5.7
Cc1cc(N)c2ccccc2[n+]1CCCCCCCCCC[n+]1c(C)cc(N)c2ccccc21 | 9.0&14.0
Cc1cc(OCc2nnc(SCC(=O)N3CCOCC3)o2)ccc1Cl | 7.3
CC1Cc2ccccc2N1C(=O)CSc1nnc(-c2cccc(F)c2)o1 (stereo unspecified) | 13.5
COc1ccc2cc(C(c3nnnn3Cc3ccc(F)cc3)N3CCCCC3)c(=O)[nH]c2c1 (stereo unspecified) | 9.8
Cc1ccc2nc(SCC(=O)Nc3ccccc3Cl)c(C#N)cc2c1 | 10.3
COc1ccccc1N1CCN(C(=O)CSc2nnc(-c3ccccc3Cl)o2)CC1 | 7.8
Cc1ccc2[nH]c(=O)c(CN(Cc3cccnc3)Cc3nnnn3Cc3ccco3)cc2c1 | 7.6
O=C(O)C1C2C=CC3(CN(Cc4c(F)cccc4Cl)C(=O)C13)O2 (stereo unspecified) | 3.4
CCOc1ccc(-n2nnnc2SCC(=O)Nc2ccc(C(C)=O)cc2)cc1 | 7.5
Cc1ccc(C2CC3(CC(C)(C)NC(=O)N3)Oc3cc(O)ccc32)cc1 (stereo unspecified) | 10.3
CN(C)c1ccc2nc3c(C(=O)O)cc(=O)c(O)c-3oc2c1 | 17.7
CCC1CCCCN1C(=O)c1sc2nc(C)cc(C)c2c1N (stereo unspecified) | 5.8

Next part.
SMILES | EP2 antag
Cc1ccc(S(=O)(=O)Nc2nc(C)c(NC(=O)NC3C=NN=C3)s2)cc1 | 5.2
CCn1c(=O)oc2cc(S(=O)(=O)NCC(O)COc3ccc(C)cc3)ccc21 (stereo unspecified) | 7.6
CCOc1cc(C2C(C(=O)OC)=C(C)NC3=C2C(=O)c2ccccc23)ccc1OCc1ccc(F)cc1 (stereo unspecified) | 9.0
Cc1ncccc1-c1cc2cccnc2n1CCC(=O)N1CC(C)OC(C)C1 (stereo unspecified) | 1.4
CC(C)(C)NC(=O)CN(C(=O)CNC(=O)c1cccs1)c1cccc2ccccc12 | 12.3
CCc1nnc(NC(=O)CSc2nnc(-c3ccc(OC)cc3)n2-c2ccc(OC)cc2)s1 | 8.0
CCOc1ccc(-c2csc(NC(C)=O)n2)cc1 | 12.7
Cc1ccc(-c2nc(NC(=O)C(C)(C)C)sc2C)cc1 | 6.8
CNC(=S)N(Cc1cc2ccc(C)c(C)c2[nH]c1=O)CC1CCCO1 (stereo unspecified) | 15.6
O=C(CSc1nc(C2CC2)nc2ccccc12)Nc1ccc(Cl)cc1 | 18.7
CCOc1ccccc1N(CC(=O)Nc1ccc2c(c1)OCCO2)S(=O)(=O)c1ccc(C)cc1 | 5.2
CCNC(=S)N(Cc1ccc(OC)cc1)Cc1cc2cc(C)cc(C)c2[nH]c1=O | 4.5
NC(=O)CCn1cc(CN2CCC(O)(c3ccccc3F)CC2)c2ccccc21 | 5.2
COc1cc(S(=O)(=O)N2CCCCC2)ccc1N=Cc1c(O)n(-c2cccc(C)c2)c(=O)[nH]c1=O | 9.5
Cc1cc2c(cc1Cl)C(O)CC1(CCN(CC(O)c3ccc(Cl)cc3)CC1)O2 (stereo unspecified) | 6.7
COc1cccc(C2NC(=O)NC(C)=C2C(=O)OC(C)(C)C)c1 (stereo unspecified) | 5.6
Cc1nnc(SCc2ccc(Cl)cc2Cl)o1 | 10.7
CCOc1ccc(NC(=O)COc2ccc(S(=O)(=O)N3CCCC3)cc2)cc1 | 8.4
Cc1cc(NC(=O)CSc2nnc3c4c5c(sc4nc(C(C)C)n23)CC(C)CC5)no1 (stereo unspecified) | 12.0
CCn1nnc(NC(=O)COc2ccc(Cl)c(C)c2)n1 | 20.5
COc1ccc(Nc2ccc([N+](=O)[O-])cn2)cn1 | 9.8
Cc1ccnn1CCNS(=O)(=O)c1ccc2c(c1)NC(=O)CO2 | 4.4
COc1ccc2[nH]c(=O)c(C(c3nnnn3Cc3ccccc3)N3CCc4ccccc43)cc2c1 (stereo unspecified) | 10.6
CCSc1nc2c(c(=O)[nH]c(=O)n2C)n1CC(O)COc1ccc(Cl)cc1 (stereo unspecified) | 8.3
CCc1nc(SCC(=O)Nc2nc(C)c(C)s2)c2c(C)c(C)sc2n1 | 8.1

Structural class, the compounds so far with a COOH group.
SMILES | EP2 antag
Cc1nn(C(C)C(=O)O)c(=O)c2cc3sccc3n12 (stereo unspecified) | 9.6
O=C(O)C1C2C=CC3(CN(Cc4c(F)cccc4Cl)C(=O)C13)O2 (stereo unspecified) | 3.4
CN(C)c1ccc2nc3c(C(=O)O)cc(=O)c(O)c-3oc2c1 | 17.7

4 compounds drawn at random from the list so far, as already listed:
SMILES | EP2 antag
O=C(CSc1nc(C2CC2)nc2ccccc12)Nc1ccc(Cl)cc1 | 18.7
Cc1ccc(S(=O)(=O)Nc2nc(C)c(NC(=O)NC3C=NN=C3)s2)cc1 | 5.2
COc1ccc2[nH]c(=O)c(C(c3nnnn3Cc3ccccc3)N3CCc4ccccc43)cc2c1 (stereo unspecified) | 10.6
Cc1ncccc1-c1cc2cccnc2n1CCC(=O)N1CC(C)OC(C)C1 (stereo unspecified) | 1.4

(next part)
SMILES | EP2 antag
COc1ccc(S(=O)(=O)N2CCCC(C(=O)NCc3cccnc3)C2)cc1 (stereo unspecified) | 2.1
O=C(NC1CCN(C(=S)Nc2ccccc2)CC1)C1CCCCC1 | 15.9
COc1ccccc1NC(=O)c1ccc2c(c1)N(CC(=O)N1CCCC1)C(=O)C(C)(C)O2 | 9.0
O=C1CC2(CCN(C(=O)N3CCOCC3)CC2)Oc2ccc(F)cc21 | 4.6
CN1C(=O)SC(Nc2cccc(C(=O)O)c2)C1=O (stereo unspecified) | 9.1
CCOCCCNC(=O)c1ccc(Cl)c(S(=O)(=O)N2CCOCC2)c1 | 8.1
COCc1nnc(NC(=O)CCCOc2ccc(C)cc2)s1 | 12.3
O=C(CN1CCC(NC(=O)c2ccc(F)cc2)CC1)Nc1ccc2c(c1)CCC2 | 10.5
CC(=O)c1cccc(NC(=O)c2sc3nc4cc(C)ccc4cc3c2N)c1 | 9.9
CO/N=C(\C(=O)NC1C(=O)N2C(C(=O)OCOC(=O)C(C)(C)C)=C(/C=C\c3scnc3C)CSC12)c1csc(N)n1 (stereo unspecified) | 11.1
CN1CCN(c2ccc3nc(-c4ccc5nc(-c6ccc(O)cc6)[nH]c5c4)[nH]c3c2)CC1 | 48.8*
COC(=O)CCC(=O)OC1(C)C(=O)C2=CN(CCc3c[nH]c4ccccc34)C(c3ccc(OC)cc3)=CC2=C(Br)C1=O (stereo unspecified) | 15.9
COC(=O)C1=C(C)OC(N)=C(C#N)C1c1cc2cccc(C)c2[nH]c1=O (stereo unspecified) | 12.5
Cc1cccc2cc(C#N)c(SCC(=O)Nc3ccc(N(C)C)cc3)nc12 | 11.4
CC(=O)NC1(c2ccccc2F)CCN(Cc2cc(Cl)c3c(c2)OCO3)CC1 | 7.3
CCCC(C(=O)NC1CCCC1)N(C(=O)c1snc(C(N)=O)c1N)c1ccc(F)cc1 (stereo unspecified) | 9.2
O=C(Cc1ccccc1)NN1C(=O)CSC1=S | 11.2
O=C(N1CCC(n2cnc3cccnc32)CC1)C1(c2ccc(Cl)cc2)CCC1 | 8.1
CCOc1ccc(OCC)c(NC(=O)CSc2nc3ccc(C)cc3cc2C#N)c1 | 13.5
COc1ccc(C(C(=O)NC2CCCC2)N(C(=O)c2ccco2)c2cc(C)ccc2C)cc1OC (stereo unspecified) | 9.5
CCOc1ccc(OCC)c(NC(=O)CSc2nnc3c(n2)[nH]c2ccccc23)c1 | 17.7
O=C(C1CCN(S(=O)(=O)c2ccccc2)CC1)N1CCCCC1 | 6.2
O=C(CSc1ncc(-c2ccccc2)n1CC1CCCO1)Nc1cccc2ccccc12 (stereo unspecified) | 8.3
Cc1ccc(S(=O)(=O)N[C@H](CO)C(=O)O)cc1 | 8.3
Cc1ccc(Cl)cc1NC(=O)CN1CCOCC1 | 14.2

Additional compounds follow.
SMILES | EP2 antag
Cn1c(=O)[nH]c(=O)c2c1nc(N1CCN(CCO)CC1)n2Cc1ccccc1Cl | 12.0
CCCC(=O)NNc1nc2c(c(=O)n1C1CCOC(C)(C)C1)C1(CCCCC1)Cc1ccccc1-2 (stereo unspecified) | 10.2
Cc1[nH]c(=O)[nH]c(=O)c1NC(=O)CSc1ccc(-c2ccc(Cl)cc2)nn1 | 6.6
CCCn1c(Nc2cccc(C)c2)nc2c1c(=O)n(C)c(=O)n2C | 11.1
C[N+](C)(C)CCCCCC[N+](C)(C)C | 18.0&9.3&9.9&12.4
Cc1cc(C)nc(SCc2c(F)cccc2Cl)n1 | 11.7
Cc1noc(C)c1CCC(=O)N1CCC2(CC1)NC(=O)c1cccnc1N2C | 9.1
CC(=O)c1ccc(NC(=O)CN2C(=O)C3CCCN3C(=O)c3ccccc32)cc1 (stereo unspecified) | 13.1
Cc1ccccc1CNc1ncnc2c1ncn2C1OC(CO)C(O)C1O (stereo unspecified) | 13.3
Cc1sc2nc(C(C)C)n(C3CCN(C(=O)C(C)C)CC3)c(=O)c2c1C | 4.8
CCc1c(C)sc2ncn(C3CCN(CC(=O)N(C)C)CC3)c(=O)c12 | 6.8
COc1ccc2[nH]c(=O)c(CN(CCN(C)C)C(=S)NC(C)c3ccccc3)cc2c1 (stereo unspecified) | 12.7
CCOc1ccc(CN2CCN(C(=O)c3cc(OC)c(OC)c(OC)c3)CC2)cc1 | 14.3
CC(C)N(Cc1ccc(F)cc1)C(=O)c1cc2ccccc2oc1=O | 3.5
COC(=O)c1sc(NC(=O)c2ccc(Cl)cc2Cl)c(C#N)c1C | 17.7
COc1ccccc1CN(Cc1cc2c(C)ccc(C)c2[nH]c1=O)Cc1nnnn1C1CCCCC1 | 9.9
O=C(NCc1ccco1)c1cc(-c2ccccc2Cl)on1 | 15.6
CCc1cc2c(C)cc(C)cc2nc1SCC(=O)NCc1ccc2c(c1)OCO2 | 19.4
CCC(c1nnnn1Cc1ccco1)N(Cc1ccc(C)cc1)Cc1cc2ccc(OC)cc2[nH]c1=O (stereo unspecified) | 4.0
CCOc1ccc(C(=O)C2CCN(CC(=O)Nc3ccc(Br)cc3)CC2)cc1 | 7.1
CCOC(=O)C(=O)Nc1sc(C(=O)Nc2ccccc2C)c(C)c1C(=O)OC | 5.0
